Screening data: PubChem BioAssay, National Center for Advancing Translational Sciences (NCATS)
D2 PAM – HTS Assay for Positive Allosteric Modulators of the Human D2 Dopamine Receptor: Primary Screen for Potentiators; HEK293 T-REx D2, calcium flux, EC20 dopamine potentiation; potentiation, % at 10 µM; AID 485347, 2010; D(2) dopamine receptor (Homo sapiens), P14416; 340,000 compounds, 0.34% hits;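 active means potentiation over 3 SD above the plate norm, cut at about 30% in these data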; further: 0% is about no effect
Target sequence (P14416 whole entry, looked up): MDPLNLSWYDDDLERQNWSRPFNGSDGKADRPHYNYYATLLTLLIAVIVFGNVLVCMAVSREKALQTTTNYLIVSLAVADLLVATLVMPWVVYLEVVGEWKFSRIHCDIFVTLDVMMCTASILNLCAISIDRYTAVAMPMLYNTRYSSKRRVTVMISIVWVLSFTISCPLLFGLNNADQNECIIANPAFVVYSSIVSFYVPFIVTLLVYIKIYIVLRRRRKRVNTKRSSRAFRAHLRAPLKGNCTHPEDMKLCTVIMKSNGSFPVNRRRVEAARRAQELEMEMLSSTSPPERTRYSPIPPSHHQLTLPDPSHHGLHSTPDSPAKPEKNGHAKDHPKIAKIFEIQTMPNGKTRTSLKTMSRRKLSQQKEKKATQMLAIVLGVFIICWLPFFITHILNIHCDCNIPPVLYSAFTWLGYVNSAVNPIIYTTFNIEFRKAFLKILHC
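Calcium flux readout, no-wash dye, 1 read/s. Inducible HEK293 Trex D2 line, overnight 30 C. Compound alone 180 s (agonist flags), then EC20 dopamine, another 180 s to score potentiation.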
D1 PAM – Potentiators of Human D1 Dopamine Receptor: qHTS. AID 504651, 2011. 360,000 compounds, 0.036% hits. potentiation, % at 10 µM. HEK293 TREx D1 cells, calcium flux, dopamine EC20 potentiation. D(1A) dopamine receptor (Homo sapiens), P21728; in the data active means potentiation above about 30%; further: 0% is about no effect
Target sequence (P21728 whole entry, looked up): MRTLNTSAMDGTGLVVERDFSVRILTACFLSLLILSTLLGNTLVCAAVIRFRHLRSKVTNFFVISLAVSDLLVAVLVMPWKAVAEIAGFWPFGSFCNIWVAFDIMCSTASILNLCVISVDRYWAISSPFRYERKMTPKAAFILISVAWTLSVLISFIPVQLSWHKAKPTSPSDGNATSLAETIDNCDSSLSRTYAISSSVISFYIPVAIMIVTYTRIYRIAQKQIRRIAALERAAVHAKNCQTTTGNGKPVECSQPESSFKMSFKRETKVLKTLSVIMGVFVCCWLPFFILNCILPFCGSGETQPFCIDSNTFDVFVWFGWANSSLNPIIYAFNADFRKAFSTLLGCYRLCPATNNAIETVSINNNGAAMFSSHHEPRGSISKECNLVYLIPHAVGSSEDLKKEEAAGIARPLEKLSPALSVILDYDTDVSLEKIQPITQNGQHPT
RXFP1 ag – qHTS Assay for Agonists of the Relaxin Receptor RXFP1; 370,000 compounds, 0.3% hits; Potency, µM (titrated, usually from 57.5 µM), without a hit: at the top dose activation, most hits filed as activators; Relaxin receptor 1 (Homo sapiens), Q9HBX9; AID 2676, 2010; HEK293T-RXFP1 cAMP TR-FRET, 30 min; response scale: percent of porcine relaxin response, buffer zero; active means well fitted activation curve with a large enough effect; further: potency means the concentration at half of the fitted maximal effect; on the % scale 0 is the no-effect control and ±100 the full control effect; nearly all actives have a fitted effect of over 60% in size; many of its hits are not listed in these tables
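HEK293T cells stably expressing RXFP1 were pretreated with the PDE4 inhibitor Ro 20174, exposed to compounds for 30 min at 37C, lysed, and cAMP was read by TR-FRET. Data normalized to buffer (basal) and 29 nM porcine relaxin (100%).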
D1 ag – Allosteric Agonists of the Human D1 Dopamine Receptor: qHTS; activation, % at 2 µM; 360,000 compounds, 1% hits; D(1A) dopamine receptor (Homo sapiens), P21728; HEK293 T-REx D1 cells, calcium flux, agonist mode; in the data active means activation above about 30%; further: 0% is about no effect
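Tetracycline-induced HEK293 TREx D1 cells, force-coupled to calcium signalling, were dye-loaded with a no-wash calcium kit. Compound was pin-added after a 10 s baseline. Fluorescence was read kinetically at 1 cycle/s for 180 s, with calcium rises flagged as agonism.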
D2 agonist – HTS Assay for Allosteric Agonists of the Human D2 Dopamine Receptor: Primary Screen for Agonists; 340,000 compounds, 0.53% hits; activation, % at 2 µM; HEK293 T-REx D2 cells, calcium flux agonist mode; AID 485358, 2010; D(2) dopamine receptor (Homo sapiens), P14416;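 active means activation over 3 SD above normal in the single-dose calcium agonist read, cut at about 30% in these data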; further: 0% is about no effect
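Agonism is scored from calcium flux in a force-coupled, inducible HEK293 cell line expressing D2, read kinetically for 180 s after compound addition against dopamine controls.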
TRHR PAM – qHTS for Small Molecule Agonists and Allosteric Enhancers of Human TRH Receptor: Primary Screen for Enhancers | enhancement, % at 2 µM | 360,000 compounds, 0.66% hits | TRHR cells, fluo-8 calcium fluorescence, EC20 TRH enhancement; in the data active means enhancement above about 30%; further: 0% is about no effect
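TRHR-expressing cells loaded with fluo-8 calcium dye were read kinetically (ex 480/em 530) during compound addition, then stimulated with an EC20 of TRH (10 nM final). Enhancement of the Gq-mediated intracellular calcium response was scored.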
D2 antagonist – HTS Assay for Allosteric Antagonists of the Human D2 Dopamine Receptor: Primary Screen for Antagonists | D(2) dopamine receptor (Homo sapiens), P14416 | HEK293 TREx D2 cells, calcium flux, dopamine EC80 | inhibition, % at 10 µM | 340,000 compounds, 2% hits | AID 485344, 2010; in the data active means inhibition above about 30%; further: 0% is about no effect
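Antagonism is scored as inhibition of an EC80 dopamine-evoked calcium signal in a force-coupled, tetracycline-inducible HEK293 T-REx D2 line, with compound present 180 s before agonist.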
D1 antag – Antagonist of Human D 1 Dopamine Receptor: qHTS | 360,000 compounds, 3.2% hits | HEK293 TREx D1 cells, calcium flux, dopamine EC80; hits give low values | activity change, negative = inhibition, % at 10 µM; in the data active means activity change below about -30%; further: on the % scale 0 is the no-effect control and ±100 the full control effect
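Allosteric or orthosteric antagonism assessed as attenuation of the calcium response to EC80 dopamine, added 180 s after compound, in induced HEK293 Trex D1 cells loaded with no-wash calcium dye.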
RXFP1 antag – qHTS Assay for Antagonists of the Relaxin Receptor RXFP1; Relaxin receptor 1 (Homo sapiens), Q9HBX9; HEK293-RXFP1, relaxin-stimulated cAMP HTRF, 30 min; hits give low values; activity change, negative = inhibition, % at 57.5 µM; 350,000 compounds, 0.59% hits;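 active means activity change of -60% or lower, but not beyond a set lower limit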; further: on the % scale 0 is the no-effect control and ±100 the full control effect
Starred values were filed as active, the others as inactive; · = no result given. Not all compounds are listed; count on the stated rates, not on these rows.

entry	canonical_smiles	TRHR PAM	D1 PAM	RXFP1 ag	D2 agonist	RXFP1 antag	D2 antagonist	D2 PAM	D1 antag	D1 ag
1	CC(c1ccccc1)n1cc(C(=O)NCCN2CCOCC2)nn1 (stereo not given)	-4	-9	-3.5%	1.2	6	-2	-7	-13	0
2	CC1CCCC(NC(=O)Cn2cc(C(F)(F)F)cc(Cl)c2=O)C1C (stereo not given)	-3	7	-0.2%	-1.7	8	2	9	6	1
3	CCCCn1c(C)cc2cc(O)ccc21	-2	-4	-0.1%	-0.2	-13	9	14	-8	1
4	COCCCNc1ncnc2c1cnn2-c1ccc(F)cc1	2	-2	-0.2%	0.6	-9	·	7	-8	-1
5	COC(=O)c1ccc(NC(=O)c2nc(-c3ccc(Cl)cc3)n3c2CCCCC3)cc1	-19	-3	10.0%	0.6	-5	·	·	-1	1
6	CC(C)(C)c1ccc(C(=O)n2cnc3ccccc32)cc1	-7	-4	0.5%	-0.1	9	4	-4	-3	-3
7	CCOC(=O)c1c(N)nn(C(=O)C(C)C)c1-c1ccc(OC)cc1	2	-1	0.3%	0.0	-21	0	-5	·	3
8	Cc1onc(-c2ccccc2Cl)c1C(=O)Nc1cccc2cccnc12	-6	-6	1.4%	0.4	-12	8	-5	14	4
9	O=C(Nc1cnn(Cc2ccc(F)cc2)c1)c1cnn2c(C(F)F)cc(-c3ccccc3)nc12	12	-1	2.1%	-0.8	-5	14	-8	4	4
10	O=C1OC(c2ccccc2)=N/C1=C\C=C\c1ccco1	-5	-3	0.0%	0.6	-10	4	1	-5	0
11	COc1cccc(/C=C2\SC(=S)N(CCCC(=O)N(CCO)c3ccccc3)C2=O)c1	0	-2	2.9%	0.6	-5	-4	3	12	11
12	COc1cc(CNC2CCCC2)cc(Cl)c1OCc1ccccc1F	-14	13	0.4%	0.3	-4	22	6	-58*	157*
13	COc1ccc(C(=O)c2ccc(OC)cc2O)c(O)c1	15	-3	2.2%	0.5	0	-10	-2	-12	1
14	COc1ccc2[nH]cc(/C=C/c3cc[n+](C)cc3)c2c1	4	4	2.2%	3.8	-14	-18	-5	0	2
15	CC(C)N(Cc1cnn(C)c1)C(=O)C1CCC(=O)N(CCc2cccc(F)c2)C1 (stereo not given)	2	0	-0.6%	-2.2	6	-10	17	4	3
16	O=C(Nc1nncs1)c1ccccc1NS(=O)(=O)c1cccs1	1	-2	-0.6%	-2.2	9	-1	20	-6	1
17	O=S(=O)(c1ccc(SCc2ccc(Cl)cc2)nc1)N1CCCC1	-3	-5	0.5%	1.3	-1	-22	3	-33*	11
18	COc1ccc(-c2nc(CN(Cc3cnn(C)c3)C(C)C)c(C)o2)c(OC)c1	7	-2	0.2%	0.9	4	4	-19	-31*	0
19	CC1CN(c2snnc2C=C2C(=O)OC(C)(C)OC2=O)CC(C)O1 (stereo not given)	-1	-1	-0.2%	-0.7	-3	-2	6	-2	3
20	CCC(C#CCN1CCOCC1)(CC)OCCC#N	1	2	0.6%	-0.3	-12	-4	-7	-6	4
21	CSC1=NCCN1C(=O)c1c(F)cccc1F	1	0	2.3%	0.5	-9	8	14	-5	1
22	O=c1c2ccsc2ncn1Cc1cccc(C(F)(F)F)c1	0	-2	2.7%	-0.9	16	0	-5	-14	1
23	COc1ccc(-c2noc(CSc3nnc(-c4ccccc4)n3-c3ccc(F)cc3)n2)c(OC)c1	2	3	1.5%	-1.0	-26	·	8	-11	27
24	CCn1c(SCC(=O)Nc2cc(C)on2)nnc1-c1ccccc1	1	-5	2.0%	-0.3	1	-9	0	-3	0
25	Cc1cc(/C=N/NC(=O)c2cccc([N+](=O)[O-])c2)c(C)n1-c1ccc(Cl)cc1Cl	-12	-6	-0.3%	-0.8	6	5	1	-8	1
26	CC(C)c1ccc(S(=O)(=O)N2CCN(C(=O)CCNS(=O)(=O)c3ccccc3F)CC2)cc1	-11	-3	-1.3%	-0.4	-7	-5	10	-2	-2
27	CCc1ccc(S(=O)(=O)Nc2ccc(Cl)cn2)cc1	0	-5	2.4%	0.1	10	-16	-5	-92*	1
28	Cc1cccc(C)c1OCC(=O)Nn1c(=O)[nH]c2ccccc2c1=O	-6	-13	-0.3%	-6.7	1	-17	14	4	0
29	Cc1c(C)c2ccc(O[C@@H]3O[C@H](CO)[C@@H](O)[C@H](O)[C@H]3O)c(C)c2oc1=O	-24	-5	0.0%	1.0	-6	-29	11	-18	5
30	CC(C)c1ccc(NC2CCCN(C(=O)c3ccoc3)C2)cc1 (stereo not given)	3	0	1.7%	-0.4	-2	3	6	1	11
31	O=C(OCC(=O)N1CCc2ccccc21)c1cccnc1Cl	-8	0	2.3%	-1.3	0	1	-9	-10	0
32	CC(C)(C)NC(=O)C(c1ccsc1)N(CCc1ccccc1)C(=O)Cn1nnc2ccccc21 (stereo not given)	-2	-4	0.0%	-1.7	-19	-18	6	6	3
33	Cc1ccc2oc(=O)c3cc(C(=O)N4CCN(C(=O)c5ccco5)CC4)sc3c2c1	17	-4	3.6%	-1.3	·	-2	-2	16	0
34	CCC(=O)NCCc1nc2ccccc2n1Cc1ccc(C)cc1	-14	-1	2.5%	0.5	3	-4	8	2	4
35	O=C(COC(=O)CCS(=O)(=O)c1ccc(Cl)cc1)NCCc1ccc(Cl)cc1Cl	-2	1	0.2%	1.8	2	4	-6	-2	11
36	CCOC(=O)C1=C(C)OC(N)=C(C#N)C1c1cc(OC)c2c(c1)OCO2 (stereo not given)	7	-5	1.9%	-0.3	-11	-17	-24	-4	4
37	Cc1ccc(NC(=O)c2cccs2)cc1[N+](=O)[O-]	-6	-4	-1.5%	0.2	-22	12	-26	-10	2
38	COc1ccccc1CNc1ccccc1F	-1	-5	2.7%	-0.3	-2	5	13	0	3
39	CCC(=O)NC(Cc1ccccc1)c1nc2ccccc2[nH]1 (stereo not given)	16	-3	-0.7%	-0.8	9	7	-3	-12	2
40	CC(C)(C)n1nc2c(c1NC(=O)c1ccc(Br)o1)CS(=O)C2 (stereo not given)	8	-4	0.7%	-0.6	-3	-14	-8	-18	0
41	CCN(c1ccccc1)S(=O)(=O)c1csc(C(N)=O)c1	-2	-3	2.4%	0.1	3	4	4	-1	2
42	O=C(Nc1cccc(NC(=O)c2cccc(F)c2)c1)c1ccccc1	-8	-6	0.3%	0.5	-10	-20	-3	-3	14
43	Cc1[nH]c(=O)[nH]c(=O)c1/C=N/NC(=O)[C@@H](NC(=O)OC(C)(C)C)C(C)C	-1	-3	1.9%	·	14	·	·	11	3
44	CC(C)(C)C(=O)NC(=O)Nc1ccccc1C(F)(F)F	0	-4	-0.4%	0.5	-2	-3	-5	-7	5
45	COC(=O)c1sc(NC(=O)c2ccc(Cn3cc(Cl)cn3)o2)c(C#N)c1C	17	-3	0.3%	1.6	-8	7	8	-6	5

6 entries out of the list, sorted by count of non-hydrogen atoms, lowest first.
entry	canonical_smiles	TRHR PAM	D1 PAM	RXFP1 ag	D2 agonist	RXFP1 antag	D2 antagonist	D2 PAM	D1 antag	D1 ag
27	CCc1ccc(S(=O)(=O)Nc2ccc(Cl)cn2)cc1	0	-5	2.4%	0.1	10	-16	-5	-92*	1
41	CCN(c1ccccc1)S(=O)(=O)c1csc(C(N)=O)c1	-2	-3	2.4%	0.1	3	4	4	-1	2
4	COCCCNc1ncnc2c1cnn2-c1ccc(F)cc1	2	-2	-0.2%	0.6	-9	·	7	-8	-1
24	CCn1c(SCC(=O)Nc2cc(C)on2)nnc1-c1ccccc1	1	-5	2.0%	-0.3	1	-9	0	-3	0
12	COc1cc(CNC2CCCC2)cc(Cl)c1OCc1ccccc1F	-14	13	0.4%	0.3	-4	22	6	-58*	157*
18	COc1ccc(-c2nc(CN(Cc3cnn(C)c3)C(C)C)c(C)o2)c(OC)c1	7	-2	0.2%	0.9	4	4	-19	-31*	0

(listing goes on)
entry	canonical_smiles	TRHR PAM	D1 PAM	RXFP1 ag	D2 agonist	RXFP1 antag	D2 antagonist	D2 PAM	D1 antag	D1 ag
46	CC(=O)N/C(=C/c1ccc2c(c1)OCO2)C(=O)NCCO	7	2	-1.4%	2.3	-4	10	17	0	0
47	CCCC(=O)Oc1c(Sc2ccc(C)cc2)c(C)nn1-c1ccccc1	-4	-1	0.1%	0.0	4	·	0	-3	4
48	CC(C)(C)c1csc(Sc2ncccc2[N+](=O)[O-])n1	-11	0	0.7%	-1.8	6	7	0	-14	4
49	CCc1ccc(NC(=O)CSc2ccc(-c3cccs3)nn2)cc1	4	-2	2.1%	-0.6	-21	·	-8	3	0
50	CCn1cc([N+](=O)[O-])c(C(=O)N2CCN(C(=O)c3ccco3)CC2)n1	0	-1	-0.9%	·	-12	·	·	2	3
51	Cc1ccc(S(=O)(=O)N2CCN(CN3C(=O)CC4(CCCC4)C3=O)CC2)cc1	4	3	0.7%	0.1	-5	-8	14	17	2
52	CC(C)c1ccc(OCC(=O)Nc2cc(-c3nc4ncccc4o3)ccc2Cl)cc1	2	-3	5.8%	0.6	·	·	6	-1	3
